TDP1 cell CPT – growth inhibition of DT40 Tdp1-/-;hTDP1 cells with camptothecin (screen for TDP1 inhibitors). chicken DT40 Tdp1-/-;hTDP1 cells + 20 nM CPT, ATP luminescence, 48 h. Potency, µM (doses to about 46.2 µM), without a hit: at the highest dose activity change, negative = growth inhibition, hits mostly inhibitors. 12% of 420,000 active. AID 686979; further: nearly all actives have a fitted effect of over 55% in size
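Chicken DT40 Tdp1-/- cells complemented with human TDP1, 400 cells/well, exposed to compounds plus 20 nM camptothecin for at least 48 h at 37 C; viability read as ATP content by CellTiter-Glo luminescence.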
KAT2A inh – GCN5L2 (KAT2A) acetyltransferase inhibition; Potency, µM (series often up to 58.9 µM), for inactives: at the highest dose activity change, negative = inhibition, usual class: inhibitors; 0.21% of 390,000 active; GCN5L2 HAT assay, ThioGlo1 CoA-SH fluorescence; Q92830; AID 504327
Target sequence (Q92830 whole entry, looked up): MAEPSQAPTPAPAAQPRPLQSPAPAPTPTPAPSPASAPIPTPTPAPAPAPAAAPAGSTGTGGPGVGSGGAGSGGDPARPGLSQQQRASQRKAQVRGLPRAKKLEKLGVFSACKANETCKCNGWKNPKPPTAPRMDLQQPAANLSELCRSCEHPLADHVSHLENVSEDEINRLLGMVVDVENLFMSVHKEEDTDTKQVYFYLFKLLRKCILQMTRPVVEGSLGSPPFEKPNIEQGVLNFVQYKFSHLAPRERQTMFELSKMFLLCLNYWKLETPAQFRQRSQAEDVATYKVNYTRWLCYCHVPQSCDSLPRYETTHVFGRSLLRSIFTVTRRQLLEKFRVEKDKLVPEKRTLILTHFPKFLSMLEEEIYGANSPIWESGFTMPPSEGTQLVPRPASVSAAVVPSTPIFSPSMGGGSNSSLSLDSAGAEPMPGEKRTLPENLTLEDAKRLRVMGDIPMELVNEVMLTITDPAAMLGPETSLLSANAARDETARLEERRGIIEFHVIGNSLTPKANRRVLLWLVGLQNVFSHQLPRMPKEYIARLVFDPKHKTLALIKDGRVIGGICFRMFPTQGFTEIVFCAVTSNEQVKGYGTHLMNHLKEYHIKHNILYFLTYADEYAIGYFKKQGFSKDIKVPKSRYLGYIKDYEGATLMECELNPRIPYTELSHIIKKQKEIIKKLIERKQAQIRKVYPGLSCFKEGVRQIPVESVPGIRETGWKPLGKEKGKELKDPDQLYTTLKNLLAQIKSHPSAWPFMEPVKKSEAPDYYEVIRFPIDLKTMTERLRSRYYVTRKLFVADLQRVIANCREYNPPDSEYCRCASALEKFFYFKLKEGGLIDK
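GCN5L2 (20 nM) in 50mM HEPES pH 7.5, 0.1mM EDTA, 0.01% Tween-20 preincubated 15 min with compounds at room temperature. Reaction started with H3(1-25) 75uM, acetyl-CoA 70uM, ThioGlo1 50uM; CoA-thiol fluorescence (Ex340/Em540) read at 0 and 20 min.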
DT40 TDP1 no CPT – qHTS for Inhibitors of human tyrosyl-DNA phosphodiesterase 1 (TDP1): qHTS in cells in absence of CPT. 15% of 420,000 active. Potency, µM (doses to about 46.2 µM), for the others: at the highest dose activity change, negative = growth inhibition, hits mostly inhibitors. DT40 Tdp1-/- hTDP1 cells, no CPT, ATP luminescence, 48 h; further: nearly all actives have a fitted effect of over 55% in size
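Chicken DT40 Tdp1-/- cells complemented with human TDP1, screened without camptothecin (DMSO vehicle only), 400 cells/well. Compounds pin-transferred, cells incubated at 37 °C for at least 48 hr. Growth read as ATP-dependent luminescence (CellTiter-Glo, 30 min at RT).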
The depositor's hits bear a star; [ ] = dose if it differs, or a comment. The call rests on the fitted dose curve; in most records, active means well fitted curve in the direction sought with a large enough effect; inconclusive means small, poorly fitted or top-dose-only effect, or another doubt; inactive means no such curve, though single readings can be large; an effect the other way counts as inactive or inconclusive. On the % scale 0 is the no-effect control and ±100 the full control effect; potency means the concentration at half of the fitted maximal effect.

How did CN(Cc1ccccc1)c1oc(-c2ccco2)nc1C#N do in these assays?
TDP1 cell CPT: -1%; KAT2A inh: -13%; DT40 TDP1 no CPT: -15%

Results for O=[N+]([O-])c1ccccc1S(=O)(=O)N1CCN(c2ccccn2)CC1 ?
TDP1 cell CPT: -25%; KAT2A inh: -3%; DT40 TDP1 no CPT: -24%

Results for CC1(C)N(O)CC(c2cccs2)=[N+]1[O-] ?
TDP1 cell CPT: -14%; KAT2A inh: 0%; DT40 TDP1 no CPT: -5%

Results for COc1ccc(CNC(=O)c2cc3c(=O)n(Cc4cccnc4)ccc3nc2C)cc1 ?
TDP1 cell CPT: 10%; KAT2A inh: -9%; DT40 TDP1 no CPT: 0%

What do the screens show for `Cc1ccc(NC(=O)c2ccccc2[N+](=O)[O-])nc1`?
TDP1 cell CPT: inconclusive; KAT2A inh: -4%; DT40 TDP1 no CPT: inconclusive

Results for c1ccc(-n2ncc3c(NCc4ccco4)ncnc32)cc1 ?
TDP1 cell CPT: inconclusive; KAT2A inh: -5%; DT40 TDP1 no CPT: inconclusive

What do the screens show for `COc1cccc(C(=O)NCCc2csc(-c3cccc(F)c3)n2)c1OC`?
TDP1 cell CPT: inconclusive; KAT2A inh: 4%; DT40 TDP1 no CPT: inconclusive

How did COc1ccc(CNc2cc(-c3cccnc3)ncn2)c(OC)c1 do in these assays?
TDP1 cell CPT: inconclusive; KAT2A inh: inconclusive; DT40 TDP1 no CPT: -28%

What do the screens show for `C=CCn1c(-c2sc3nc(C)cc(C)c3c2N)n[nH]c1=S`?
TDP1 cell CPT: -19%; KAT2A inh: -11%; DT40 TDP1 no CPT: inconclusive

What do the screens show for `COc1ccc2cc(C3CC=C(CO)CN3S(=O)(=O)c3ccccc3[N+](=O)[O-])n(C(=O)OC(C)(C)C)c2c1` (centres undefined)?
TDP1 cell CPT: 23µM*; DT40 TDP1 no CPT: 21µM*

What do the screens show for `Cc1cccc(N2CN(Cc3cccnc3)CNC2=S)c1C`?
TDP1 cell CPT: -2%; KAT2A inh: 23%; DT40 TDP1 no CPT: -1%

Results for Cn1c(N)c(C(=O)CSc2nn(-c3ccccc3)c(=S)s2)c(=O)n(C)c1=O ?
TDP1 cell CPT: inconclusive; KAT2A inh: -17%; DT40 TDP1 no CPT: 16µM*

How did CN1CCN(c2ncc3ncc(=O)n(CCC#N)c3n2)CC1 do in these assays?
TDP1 cell CPT: 7%; KAT2A inh: -10%; DT40 TDP1 no CPT: 13%

Results for COc1ccccc1-n1c(C)nc(=O)c(-c2ccccc2)c1C ?
TDP1 cell CPT: 6%; KAT2A inh: 5%; DT40 TDP1 no CPT: -12%

How did O=C(CN1CCCN(Cc2ccc(F)cc2)S1(=O)=O)NC1CCCC1 do in these assays?
TDP1 cell CPT: -14%; KAT2A inh: -1%; DT40 TDP1 no CPT: -10%

What do the screens show for `CC(C)C(=O)Nc1nc(-c2ccc([N+](=O)[O-])cc2)cs1`?
TDP1 cell CPT: 9.2µM*; KAT2A inh: -5%; DT40 TDP1 no CPT: 4.6µM*

What do the screens show for `CC(=O)c1ccc(C(=O)N2CCCC(c3nc(SCc4ccccn4)ncc3C)C2)cc1` (centres undefined)?
TDP1 cell CPT: -8%[9.04 µM]; DT40 TDP1 no CPT: inconclusive

Results for COc1ccc(S(=O)(=O)N2CCCCCC2)cc1C(=O)N1CCN(c2ccccc2O)CC1 ?
TDP1 cell CPT: 15µM*; KAT2A inh: -4%; DT40 TDP1 no CPT: inconclusive

How did CC(C)c1ccccc1NC(=S)NN(Cc1ccccc1)c1ccccc1 do in these assays?
TDP1 cell CPT: inconclusive; KAT2A inh: -2%; DT40 TDP1 no CPT: inconclusive

Results for CC1CC(C)CN(CCCNC(=O)c2ccc3nc(N4CCCCC4)sc3c2)C1 (centres undefined) ?
TDP1 cell CPT: inconclusive; KAT2A inh: -7%; DT40 TDP1 no CPT: inconclusive

An excerpt from above in order of SMILES length, high to low.
Results for COc1ccc(S(=O)(=O)N2CCCCCC2)cc1C(=O)N1CCN(c2ccccc2O)CC1 ?
TDP1 cell CPT: 15µM*; KAT2A inh: -4%; DT40 TDP1 no CPT: inconclusive

Results for Cn1c(N)c(C(=O)CSc2nn(-c3ccccc3)c(=S)s2)c(=O)n(C)c1=O ?
TDP1 cell CPT: inconclusive; KAT2A inh: -17%; DT40 TDP1 no CPT: 16µM*

How did CC(C)c1ccccc1NC(=S)NN(Cc1ccccc1)c1ccccc1 do in these assays?
TDP1 cell CPT: inconclusive; KAT2A inh: -2%; DT40 TDP1 no CPT: inconclusive

How did CN1CCN(c2ncc3ncc(=O)n(CCC#N)c3n2)CC1 do in these assays?
TDP1 cell CPT: 7%; KAT2A inh: -10%; DT40 TDP1 no CPT: 13%

What do the screens show for `Cc1cccc(N2CN(Cc3cccnc3)CNC2=S)c1C`?
TDP1 cell CPT: -2%; KAT2A inh: 23%; DT40 TDP1 no CPT: -1%

Other results follow:
How did COc1ccc(Br)c(C(=O)N(C)CC(=O)Nc2ccc(N3CCOCC3)cc2)c1 do in these assays?
TDP1 cell CPT: 8%; KAT2A inh: 3%; DT40 TDP1 no CPT: 18%

How did Cc1cccc(OCC(=O)Nc2ccc(C(=O)NCC(C)C)cc2)c1 do in these assays?
TDP1 cell CPT: 0%; KAT2A inh: 1%; DT40 TDP1 no CPT: -25%

Results for O=C(NC1CCN(CC(=O)N(c2ccccc2)c2ccccc2)CC1)c1ccc([N+](=O)[O-])cc1 ?
TDP1 cell CPT: inconclusive; KAT2A inh: -21%; DT40 TDP1 no CPT: inconclusive

What do the screens show for `OCC1(CC2CCCCO2)CCN(C/C=C/c2ccccc2)CC1` (centres undefined)?
TDP1 cell CPT: 5%; KAT2A inh: -9%; DT40 TDP1 no CPT: -28%

Results for O=C(O)c1ccc(-n2c(-c3cc(-c4ccco4)[nH]n3)n[nH]c2=S)cc1 ?
TDP1 cell CPT: 0%; KAT2A inh: -11%; DT40 TDP1 no CPT: -24%

What do the screens show for `Cc1nc2c(c(=O)n1CCC(C)C)c1nc3ccccc3nc1n2Cc1ccc2c(c1)OCO2`?
TDP1 cell CPT: inconclusive; KAT2A inh: 0%; DT40 TDP1 no CPT: inconclusive

How did CCOC(=O)c1cc(S(=O)(=O)Nc2ccc(OC)c(Cl)c2)[nH]n1 do in these assays?
TDP1 cell CPT: inconclusive; KAT2A inh: -19%; DT40 TDP1 no CPT: -22%

What do the screens show for `COc1ccc(/C=C(/NC(=O)c2ccc([N+](=O)[O-])cc2)C(=O)NCCCN(C)C)cc1`?
TDP1 cell CPT: 4%; KAT2A inh: -3%; DT40 TDP1 no CPT: -7%

How did COc1ccc(CCNC(=O)CSc2nn3c(=O)c(C)nnc3s2)cc1OC do in these assays?
TDP1 cell CPT: 4%; KAT2A inh: 1%; DT40 TDP1 no CPT: 5%

How did CC1(C(=O)NCc2ccccc2)CCC(=O)N1CCc1c[nH]c2ccccc12 (centres undefined) do in these assays?
TDP1 cell CPT: -15%; DT40 TDP1 no CPT: 1%

Results for c1cncc(Cc2cc3ccccc3[nH]2)c1 ?
TDP1 cell CPT: inconclusive; KAT2A inh: -1%; DT40 TDP1 no CPT: -11%

Results for CCN(CC)CCCNC(=O)C1CCN(c2ncnc3c2sc2cccc(F)c23)CC1 ?
TDP1 cell CPT: inconclusive; KAT2A inh: -4%; DT40 TDP1 no CPT: inconclusive

Results for O=C(COc1ccccc1Br)Nc1ccccc1C(F)(F)F ?
TDP1 cell CPT: -2%; KAT2A inh: -4%; DT40 TDP1 no CPT: inconclusive

What do the screens show for `COc1ccccc1N1CCN(C(=O)C(C)N(c2ccc(C)cc2)S(C)(=O)=O)CC1` (centres undefined)?
TDP1 cell CPT: inconclusive; KAT2A inh: 0%; DT40 TDP1 no CPT: inconclusive

What do the screens show for `COc1cccc(C=NNc2nc3ccccc3s2)c1OC`?
TDP1 cell CPT: 2%; DT40 TDP1 no CPT: inconclusive

Results for C/C=C/Cn1c(SCCCc2ccccc2)nc2c1c(=O)[nH]c(=O)n2C ?
TDP1 cell CPT: inconclusive; KAT2A inh: 4%; DT40 TDP1 no CPT: inconclusive

What do the screens show for `O=c1c2sc3ccccc3c2n(Cc2ccc(Cl)cc2)c(=O)n1Cc1ccco1`?
TDP1 cell CPT: inconclusive; KAT2A inh: -1%; DT40 TDP1 no CPT: 8.2µM*

How did CC(NC(=O)C1CC1)c1nnc2n1CCN(Cc1cccc(F)c1F)CC2 (centres undefined) do in these assays?
TDP1 cell CPT: -2%; DT40 TDP1 no CPT: -2%

What do the screens show for `Cn1c(N)c(C(=O)CSc2nnc(-c3ccccc3F)n2C2CC2)c(=O)n(C)c1=O`?
TDP1 cell CPT: 13%; KAT2A inh: -6%; DT40 TDP1 no CPT: inconclusive

How did O=C(CNC(=O)c1ccccc1)OCc1cc(=O)n2cc(Br)ccc2n1 do in these assays?
TDP1 cell CPT: -19%; KAT2A inh: -2%; DT40 TDP1 no CPT: 17%

What do the screens show for `COC(=O)c1cccc(NC(=O)CCN2C(=O)C3CC=CCC3C2=O)c1` (centres undefined)?
TDP1 cell CPT: 3%; KAT2A inh: -1%; DT40 TDP1 no CPT: -2%

What do the screens show for `COc1ccc(NC(=O)N2CCN(c3nc(-c4cccc(OC)c4)cs3)CC2)cc1`?
TDP1 cell CPT: 23µM*; KAT2A inh: -9%; DT40 TDP1 no CPT: 18µM*

How did CC(NC(=O)Nc1ccc(Cl)cc1)C(c1cccs1)N1CCOCC1 (centres undefined) do in these assays?
TDP1 cell CPT: inconclusive; KAT2A inh: -4%; DT40 TDP1 no CPT: inconclusive

How did COc1cccc(C(O)c2nc(-c3cc(F)cc(F)c3)cs2)c1 (centres undefined) do in these assays?
TDP1 cell CPT: 21µM*; DT40 TDP1 no CPT: inconclusive

How did Cc1[nH]c2ccccc2c1C1=CC(=O)C=CC1=O do in these assays?
TDP1 cell CPT: 1.6µM*; DT40 TDP1 no CPT: 1.8µM*

Results for Cc1cccc(N2CCN(C(=O)CCn3c(=O)c4cccn4c4cccnc43)CC2)c1C ?
TDP1 cell CPT: inconclusive; KAT2A inh: -4%; DT40 TDP1 no CPT: inconclusive

How did Cc1ccc(Cn2nc3c(cc2=O)CCc2ccccc2-3)cc1 do in these assays?
TDP1 cell CPT: inconclusive; KAT2A inh: -1%; DT40 TDP1 no CPT: inconclusive

How did COc1ccc(/C=C/C(=O)c2cc(F)ccc2OC(=O)c2ccc(OC)c(OC)c2)cc1OC do in these assays?
TDP1 cell CPT: inconclusive; KAT2A inh: 2%; DT40 TDP1 no CPT: -69%

How did COc1ccc(C(=O)O)cc1NS(=O)(=O)c1cccc2nsnc12 do in these assays?
TDP1 cell CPT: -10%; KAT2A inh: 1%; DT40 TDP1 no CPT: -22%

What do the screens show for `CCNC(=O)C1(C)CCN(C(=O)CCc2ccccc2)C1` (centres undefined)?
TDP1 cell CPT: -6%; DT40 TDP1 no CPT: -22%

What do the screens show for `Cc1ccc(Cl)c2c(N=Nc3ccccc3)c(O)[nH]c12`?
TDP1 cell CPT: -13%; KAT2A inh: 1%; DT40 TDP1 no CPT: -26%

Results for Cc1ccc(NC(=O)CSc2nnc(CNC(=O)C34CC5CC(CC(C5)C3)C4)n2-c2ccc(F)cc2)cc1 ?
TDP1 cell CPT: 16µM*; KAT2A inh: -1%; DT40 TDP1 no CPT: inconclusive

How did CC(=O)c1cnc2ncnn2c1C do in these assays?
TDP1 cell CPT: 1%; KAT2A inh: -2%; DT40 TDP1 no CPT: -13%

Results for COc1cc2c(cc1NC(=O)COc1ccc(Br)cc1)oc1ccccc12 ?
TDP1 cell CPT: inconclusive; KAT2A inh: -9%; DT40 TDP1 no CPT: inconclusive

How did COc1cc(/C=N/N2C(=O)C3C4C=CC(CC4)C3C2=O)ccc1O (centres undefined) do in these assays?
TDP1 cell CPT: -16%; KAT2A inh: -17%; DT40 TDP1 no CPT: 0%

How did CCOC(=O)c1cn2nc(Oc3ccc(C#N)cc3)ccc2n1 do in these assays?
TDP1 cell CPT: 14%; KAT2A inh: 0%; DT40 TDP1 no CPT: -9%

What do the screens show for `OCc1ccc(OCCCOc2cccc3cccnc23)cc1`?
TDP1 cell CPT: -17%; KAT2A inh: -8%; DT40 TDP1 no CPT: 6%

Results for Cc1ccc2c(c1)nnc1nnc(SCC(=O)O)n12 ?
TDP1 cell CPT: -2%; KAT2A inh: -1%; DT40 TDP1 no CPT: -18%

What do the screens show for `O=C(N/N=C/C1CCCCC1)c1ccccn1`?
TDP1 cell CPT: -15%; KAT2A inh: -8%; DT40 TDP1 no CPT: -17%

Screening results (PubChem)

A portion of the library; count on the stated rates, not on these rows.
